proCasp3 act – activators of human procaspase-3 D3A mutant, primary screen, biochemical, absorbance, PC-3 D3A mutant, single concentration; Caspase-3 (Homo sapiens), P42574; recombinant procaspase-3 D3A, Ac-DEVD-pNA absorbance 405 nm; activation, % at 8.5 µM; 330,000 compounds, 0.11% hits;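 active = activation above the mean of all tested compounds plus 3 SD, cut at about 21% in these data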;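 note: 0% = DMSO alone and 100% = DMSO wells spiked with extra 5 µM PC-3 D3A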
Target sequence (P42574 whole entry D9A/D28A/D175A): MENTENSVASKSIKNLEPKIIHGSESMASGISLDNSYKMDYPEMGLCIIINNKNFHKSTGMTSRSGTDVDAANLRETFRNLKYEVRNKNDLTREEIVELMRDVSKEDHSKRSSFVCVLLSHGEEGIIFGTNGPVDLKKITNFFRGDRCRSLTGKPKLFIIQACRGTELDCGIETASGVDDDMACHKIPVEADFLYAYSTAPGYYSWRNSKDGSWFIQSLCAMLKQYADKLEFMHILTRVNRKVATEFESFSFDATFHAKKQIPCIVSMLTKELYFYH
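Assay system: Procaspase-3 D3A mutant, all three cleavage aspartates alanine. Buffer or medium: Zinc-free HEPES saline buffer with Triton X-100. Times: 1 h compound preincubation, 2 h substrate hydrolysis at 25 °C. Measured by: 405 nm absorbance of p-nitroaniline, reads at 0 and 120 min. Read-out basis: percent activation relative to control range. Replicates: singlicate.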
RPL19A-GFP yeast – RPL19A-GFP expression modulators in yeast, primary screen, cell-based, S. cerevisiae, multiplex flow cytometry, MLPCN | AID 2025, 2009 | percent response vs DMSO, % at 10 µM | S. cerevisiae RPL19A-GFP strain, 3 h; active compounds read low | 330,000 compounds, 0.3% hits;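 active = percent response vs DMSO below 50%; inconclusive = fewer than 70 events counted for the yeast strain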;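 note: median channel GFP fluorescence of the barcoded RPL19A-GFP strain; ratio of sample median GFP to plate DMSO average so 100% = DMSO; lower means less RPL19A-GFP as with rapamycin TOR inhibition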
procasp7 counter – procaspase-7 activators, primary screen, counter-screen for procaspase-3 activator project, biochemical, absorbance, HTS, human; Caspase-7 (Homo sapiens), P55210; recombinant procaspase-7, Ac-DEVD-pNA absorbance 405 nm; D23A/D198A/D206A triple mutant, cannot self-cleave; scale: DMSO 0, 5 µM enzyme 100; activation, % at 8.5 µM; 330,000 compounds, 0.093% hits; AID 463210, 2010;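 active = percent activation above the screen-wide mean plus 3 SD, cut at about 25% in these data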
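Test system: Procaspase-7 triple mutant (PC-7 D3A). Also added: Ac-DEVD-pNA substrate, 400 µM as added. Schedule: 1 h enzyme–compound preincubation and 2 h substrate reaction, both 25 °C. Signal: p-Nitroaniline absorbance at 405 nm, read at 0 and 120 min. Control set: low DMSO alone, high DMSO plus 5 µM PC-7.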
AGP1 TOR yeast – modulators of AGP1-GFP expression in yeast TOR pathway, primary screen, cell-based, multiplex flow cytometry, S. cerevisiae, MLPCN library | 3 h; GFP as percent of DMSO wells | GFP response vs DMSO, % at 10 µM | 320,000 compounds, 0.02% hits;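 active = GFP response relative to DMSO above a set limit, near screen average plus 3 SD, cut at about 150% in these data; inconclusive = fewer than 70 cells counted for the yeast strain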;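 note: median GFP channel fluorescence of the gated AGP1 strain per well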
MEP2-GFP yeast – modulators of MEP2-GFP levels in yeast, primary screen, S. cerevisiae, multiplex flow cytometry, MLPCN library; S. cerevisiae MEP2-GFP strain, 3 h; 100% = DMSO control level; GFP response vs DMSO, % at 10 µM; 330,000 compounds, 0.51% hits; AID 2016, 2009;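 active = GFP response versus DMSO above a set limit, roughly screen mean plus 3 SD, cut at about 180% in these data; inconclusive = fewer than 70 cells counted for a yeast strain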;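 note: median GFP fluorescence of the barcode-gated MEP2-GFP cells per well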
AHR activator – AHR activators, primary screen, cell-based, luminescence, luciferase reporter, human | Aryl hydrocarbon receptor (Homo sapiens), P35869 | AHR-responsive luciferase reporter cells | activation, % at 5 µM | 320,000 compounds, 2.5% hits; in the data active = activation above about 47%;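 note: 0% = vehicle wells and 100% = reference agonist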
Target sequence (P35869 whole entry, looked up): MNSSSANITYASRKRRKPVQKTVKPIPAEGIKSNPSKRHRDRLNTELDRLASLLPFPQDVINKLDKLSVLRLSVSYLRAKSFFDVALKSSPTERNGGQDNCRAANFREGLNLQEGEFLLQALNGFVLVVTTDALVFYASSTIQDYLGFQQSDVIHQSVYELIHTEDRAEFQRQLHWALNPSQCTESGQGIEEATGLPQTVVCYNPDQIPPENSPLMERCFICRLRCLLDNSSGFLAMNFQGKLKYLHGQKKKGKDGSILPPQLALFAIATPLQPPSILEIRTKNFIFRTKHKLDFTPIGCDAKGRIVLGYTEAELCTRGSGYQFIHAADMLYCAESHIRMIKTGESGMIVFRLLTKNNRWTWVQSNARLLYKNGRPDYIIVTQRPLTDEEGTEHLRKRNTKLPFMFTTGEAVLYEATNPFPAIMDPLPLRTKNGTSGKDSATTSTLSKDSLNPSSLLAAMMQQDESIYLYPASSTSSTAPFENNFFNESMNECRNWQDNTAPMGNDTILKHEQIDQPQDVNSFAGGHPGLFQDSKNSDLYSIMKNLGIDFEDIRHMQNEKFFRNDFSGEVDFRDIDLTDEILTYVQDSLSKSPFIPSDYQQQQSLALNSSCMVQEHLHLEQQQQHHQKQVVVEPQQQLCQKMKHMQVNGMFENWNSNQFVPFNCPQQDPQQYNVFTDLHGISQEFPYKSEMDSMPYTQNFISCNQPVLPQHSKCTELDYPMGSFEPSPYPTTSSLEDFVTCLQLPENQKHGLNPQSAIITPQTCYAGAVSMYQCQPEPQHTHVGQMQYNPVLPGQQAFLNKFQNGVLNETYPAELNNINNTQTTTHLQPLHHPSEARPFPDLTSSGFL
CIT2 TOR yeast – modulators of CIT2-GFP expression in yeast, primary screen, S. cerevisiae, GFP fusion, multiplex flow cytometry, MLPCN library; GFP response vs DMSO, % at 10 µM; 320,000 compounds, 0.065% hits; S. cerevisiae CIT2-GFP strain, 3 h; 100 means same as DMSO wells;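 active = GFP response relative to DMSO above a set limit, near the screen mean plus 3 SD, cut at about 150% in these data; inconclusive = Fewer than 70 cells measured for a yeast strain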;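 note: ratio of well median GFP fluorescence to mean of DMSO wells on the plate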
LAP4 TOR yeast – modulators of LAP4-GFP expression in yeast, primary screen, S. cerevisiae, multiplex flow cytometry, MLPCN library | 3 h; median GFP as percent of DMSO wells | GFP response vs DMSO, % at 10 µM | 320,000 compounds, 0.34% hits;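 active = GFP response vs DMSO above a set limit, about the screen mean plus 3 SD, cut at about 150% in these data; inconclusive = under 70 cell events counted for the yeast strain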
An asterisk follows results filed as active; ? = inconclusive; . = no result given; [ ] = dose if it differs, or a comment.

SMILES	proCasp3 act	RPL19A-GFP yeast	procasp7 counter	AGP1 TOR yeast	MEP2-GFP yeast	AHR activator	CIT2 TOR yeast	LAP4 TOR yeast
Cc1ccc(NS(=O)(=O)c2ccc(-n3cccn3)cc2)cc1F	2	14*[may fluoresce violet]	-2	?	146[may fluoresce violet]	0	?	76[may fluoresce violet]
COc1cccc(/C=N/Nc2snc(SC)c2C#N)c1	-5	89	3	.	107	49*	94	101
O=C1CCCC(O)=C1C=Nc1ccc(O)cc1	-12	96	-15	97	99	-1	95	104
O=C(NNC(=O)c1ccc(Oc2ccc(C3SCCS3)cc2)o1)c1ccc(Cl)cc1	10	98	8	106	96	14	106	108
O=C(NCCCN1CCOCC1)c1ccc2c(=O)n(Cc3cccc(Br)c3)c(=S)[nH]c2c1	5	97	-1	107	114	0	102	109
COc1ccc(C/C(N)=N/OC(=O)c2cccs2)cc1	12	105	7	72	93	-3	91	137
CC1(c2ccccc2Cl)NC(=O)N(CC(=O)N2c3ccccc3NC(=O)C2(C)C)C1=O (stereo not drawn)	12	102	7	105	103	0	101	106
CC(C)(C)c1nnc2sc(SCC(=O)c3ccc(Cl)cc3)nn2c1=O	0	104	8	103	104	6	109	105
Cc1cc(C)c(C)c(S(=O)(=O)NCC(=O)N2CCCC2)c1C	15	95	9	100	93	-4	98	96
CCOC(=O)C1=C(COC(=O)CNC(=O)c2ccccc2F)NC(=O)NC1C (stereo not drawn)	4	96	7	114	106	0	98	116
Cc1cccc(OCCC(=O)Nc2ccc(S(=O)(=O)N3CCCC3)cc2)c1	10	93	8	96	95	2	87	100
CCOc1cc(/C=C2/NC(=O)N(CC(=O)Nc3cccc(C)c3)C2=O)ccc1OCC(N)=O	-4	98	-3	98	93	5	107	88
CCCc1cc(=O)n2nc(N3CCC(C(=O)N4CCN(c5cccc(OC)c5)CC4)CC3)sc2n1	-1	96	-10	97	98	0	103	92
O=C(Nc1ccccc1)C1=C[C@H](c2csc3ccccc23)C[C@H](OCc2ccc(CO)cc2)O1	-2	102	10	92	99	3	86	117
CNCCNC[C@H](Cc1cccc2ccccc12)NCCc1ccccc1	-3	95	-7	94	97	2	91	90
Cc1[nH]c2ccccc2c1C(=O)CSc1nc2ncc(Cl)cc2[nH]1	2	103	-5	101	101	25	99	92
CNCCCC1c2ccccc2C=Cc2ccccc21	-2	104	-1	94	99	-1	84	117
Cc1c(C(=O)OCC(=O)Nc2cccc(S(N)(=O)=O)c2)oc2c1ccc1ccccc12	3	100	8	108	103	6	97	108
COc1cc(OC)cc(C(=O)Nc2nnc(Cc3ccc(OC)c(OC)c3)s2)c1	4	92	-2	94	96	44	96	94
CCC(CC)C(=O)c1c[nH]c(C(=O)NC2CCCCCC2)c1	6	107	7	101	105	-7	115	100
NS(=O)(=O)c1ccc(NC(=O)COC(=O)CCc2ccccc2)cc1	-6	102	-9	102	102	5	97	106
CC(=O)Cc1nsc(NC(=O)c2ccc(-c3cccc(C(F)(F)F)c3)o2)n1	-1	100	3	103	105	4	99	106
O=C(NC1CC1)C1=C[C@@H](c2coc3ccccc3c2=O)C[C@@H](OCc2ccc(CO)cc2)O1	2	96	7	91	85	1	102	103
O=C(Nc1ccccc1F)C1COc2ccccc2O1 (stereo not drawn)	2	101	7	97	107	1	102	98
O=C(C[C@@H]1C/C=C\C[C@H](Cc2ccc(F)cc2)C(=O)OC[C@@H](Cc2c[nH]c3ccccc23)NC1=O)NCCO	2	100	-2	104	96	5	99	93

Later entries
SMILES	proCasp3 act	RPL19A-GFP yeast	procasp7 counter	AGP1 TOR yeast	MEP2-GFP yeast	AHR activator	CIT2 TOR yeast	LAP4 TOR yeast
COc1ccc(NC(=O)N(CCC(C)C)C(C)c2ccccn2)c(OC)c1 (stereo not drawn)	-10	98	-23	91	83	8	80	88
CCOc1cc(C2NC(=O)NC(c3ccccc3)=C2C(C)=O)ccc1OC(C)=O (stereo not drawn)	6	104	5	100	107	1	104	87
COc1cccc(C=O)c1OC(=O)N1CCOCC1	4	105	6	99	123	-1	109	106
CC(=O)Nc1cc(NC(C)=O)cc(-c2nc3ccccc3[nH]2)c1	4	96	8	98	98	24	92	100
CC1(C)Cc2cccc(OCC(=O)Nc3cccnc3Cl)c2O1	-7	102	0	100	106	0	99	112
O=[N+]([O-])c1cccc(/C=N/Nc2nc(N3CCOCC3)nc(N3CCOCC3)n2)c1	3	102	-2	100	100	10	105	93
COc1ccc(-n2c(=O)c(CCC(=O)N3CCN(c4ccccc4O)CC3)nc3ccccc32)cc1	-9	98	3	106	98	0	97	105
O=C(Nc1cccc(C2OCCCO2)c1)c1cccs1	7	102	6	100	102	17	99	99
Cc1cc(NC(=O)CSc2nnc(C)o2)no1	3	102	8	99	97	-2	98	93
COc1ccccc1[C@@H]1C(c2cccc(Cl)c2)=NN(c2ccc(Br)cc2)[C@H]1C(=O)N1CCOC1=O	1	95[may fluoresce violet]	4	21[may fluoresce violet]	118[may fluoresce violet]	3	?	95[may fluoresce violet]
CCCCCCCCCCCCN1[C@@H](CC(=O)OC)c2cc(C(F)(F)F)ccc2S1(=O)=O	3	102	5	92	95	5	110	127
Nc1nc(Sc2ccc(C(F)(F)F)cc2[N+](=O)[O-])n[nH]1	-9	?	1	?	?	1	?	?
O=C(COC(=O)c1ccccc1NCCO)NCCC1=CCCCC1	2	86	2	88	87	0	78	90
O=c1[nH]c2c(cnn2-c2ccc(Cl)cc2)c(=O)n1-c1cccc(Cl)c1	-3	98	3	106	86	16	108	103
Cn1c(=O)[nH]c(=O)c2c1nc(N1CCNCC1)n2Cc1ccccc1	12	96	9	91	89	0	99	82
CCc1nnc(NC(=O)CSc2nnc(-c3ccc(NS(=O)(=O)c4ccccc4)cc3)o2)s1	4	102	-7	100	101	1	104	94
CC1CC(C)CN(CCCNC(=O)C2CCN(c3ncnc4c3sc3cccc(F)c34)CC2)C1 (stereo not drawn)	3	93	7	98	106	8	90	104
O=C(Nc1ccccc1)c1n[nH]c(Cn2cncn2)n1	4	98	3	102	121	2	103	107
CCc1c(C(=O)N/N=C/c2sccc2C)nnn1-c1nonc1N	-1	105	-5	106	104	5	105	101
c1ccc(-c2csc(Nc3ncccn3)n2)cc1	-2	101	-1	95	106	25	91	106
CN(C)S(=O)(=O)c1cccc(NC(=S)Nc2cc(Cl)cc(Cl)c2)c1	-11	103	-19	107	99	4	102	95
CCCCCN(C(=O)CCC(=O)OCC(=O)N1CCCCC1C)c1c(N)n(CCCC)c(=O)[nH]c1=O (stereo not drawn)	-3	112	-7	104	117	-2	115	99
CCn1c(C)csc1=NC(=O)c1ccccc1	-5	98	1	99	106	61*	97	108
Cc1nn(Cc2cccc(Oc3ccccc3)c2)c(C)c1NC(=O)NC12CC3CC(CC(C3)C1)C2	9	102	-9	103	104	0	107	98
Cc1ccnc(NC(=O)CCC(=O)N(CC(=O)NCc2ccccc2)Cc2ccccc2)c1	3	102	-4	105	102	-3	100	98

Following part
SMILES	proCasp3 act	RPL19A-GFP yeast	procasp7 counter	AGP1 TOR yeast	MEP2-GFP yeast	AHR activator	CIT2 TOR yeast	LAP4 TOR yeast
Clc1ncc2[nH]cnc2n1	-4	94	2	96	85	3	103	88
O=C(NCCOC(=O)c1ccccc1C(=O)OCCNC(=O)c1cccnc1)c1cccnc1	-7	103	1	107	101	0	.	107
CSc1ccccc1NC(=O)CN(C)C(=O)c1cccc(S(=O)(=O)N(C)C)c1	4	95	3	100	94	-1	98	101
CCN(CC)CCNC(=O)c1ccc(NC(=O)c2cn(-c3ccc(F)cc3)nc2-c2cccc(OC)c2)cc1	-3	101	-7	91	97	2	100	87
COc1cc2nc(CC(C)C)n(NC(=O)c3ccccc3Br)c(=O)c2cc1OC	8	102	6	103	104	1	101	97
CCOc1ccc(N(CC(=O)NC2CCCC(C)C2C)S(=O)(=O)c2c(C)noc2C)cc1 (stereo not drawn)	0	97	4	97	103	-1	90	98
CC(C)(C)C(=O)CN1C(=O)NC2(CCOc3ccccc32)C1=O (stereo not drawn)	.	103	.	92	95	.	92	84
CN(C)S(=O)(=O)c1cc(C(=O)Nc2ccccc2C(=O)NC2CC2)ccc1Cl	2	97	-13	96	97	0	91	100
COc1ccc(NC(=O)COC(=O)C2CCN(S(=O)(=O)c3ccccc3)CC2)cc1Cl	1	98	6	104	99	-1	99	97
Cc1cc(C)c(C)c(S(=O)(=O)Nc2ccccc2N2CCOCC2)c1C	-3	104	6	107	106	2	103	107
CCn1c(SCC(=O)N2CCCC(C)C2)nnc1-c1ccco1 (stereo not drawn)	3	97	-4	92	94	1	93	91
CCOC(=O)C(NC(C)=O)(N1CCc2ccccc2C1)C(F)(F)F (stereo not drawn)	8	106	3	111	108	4	110	95
Cc1cccc(C)c1NC(=O)CN1C(=O)C2CC=CCC2C1=O (stereo not drawn)	6	105	-3	113	103	0	99	101
CCOC(=O)NC(NCc1ccccc1)(C(F)(F)F)C(F)(F)F	7	102	9	101	109	0	99	106
CCCC[C@H]1COCCS(=O)(=O)N1Cc1cccc(F)c1	0	100	-4	91	102	-1	112	141
c1ccc(-c2cnn3nnnc3n2)cc1	12	104	-1	102	99	-1	.	78
Cn1cccc1/C=N/NC(=O)c1ccc[n+]([O-])c1	1	103	7	92	103	0	98	93
O=C(N/C(=C/c1cccc([N+](=O)[O-])c1)C(=O)N1CCCCC1)c1ccco1	0	108	-3	100	105	3	109	86
CC(C)CCN1CCC(Cc2ccccc2)(NC(=O)c2ccccc2)C1=O (stereo not drawn)	9	97	3	102	95	1	99	100
COc1cc(C(=O)N/N=C/C2CC=CCC2)cc(OC)c1OC (stereo not drawn)	-6	91	-14	92	93	3	87	89
Oc1ccc(Cl)cc1Nc1nc(NCC2CCCO2)c2ccccc2n1 (stereo not drawn)	-2	102	3	94	94	12	103	109
CC(=O)Nc1ccc(S(=O)(=O)NCCN2CCNC2=O)cc1Cl	0	102	-6	95	92	0	92	99
CCOC(=O)N1CCN(S(=O)(=O)c2ccc(Br)cc2)CC1	1	58[may fluoresce violet]	-4	?	576*[may fluoresce violet]	1	?	108[may fluoresce violet]
CCc1nnc(NC(=O)CSc2nnc(-c3ccccc3OC)n2-c2ccccc2)s1	5	102	-4	95	103	7	108	101

Entries from the list above with a nitro group on carbon (3):
SMILES	proCasp3 act	RPL19A-GFP yeast	procasp7 counter	AGP1 TOR yeast	MEP2-GFP yeast	AHR activator	CIT2 TOR yeast	LAP4 TOR yeast
O=[N+]([O-])c1cccc(/C=N/Nc2nc(N3CCOCC3)nc(N3CCOCC3)n2)c1	3	102	-2	100	100	10	105	93
Nc1nc(Sc2ccc(C(F)(F)F)cc2[N+](=O)[O-])n[nH]1	-9	?	1	?	?	1	?	?
O=C(N/C(=C/c1cccc([N+](=O)[O-])c1)C(=O)N1CCCCC1)c1ccco1	0	108	-3	100	105	3	109	86

Screens: PubChem, several laboratories
